GLP-1R agonist: agonists of human GLP-1 receptor; Potency, µM (top dose mostly 45.6 µM), without a hit: at the highest dose activation, hits mostly activators; HEK293 GLP-1R CRE-luciferase, luminescence, 4-6 h; cells express a hypersensitive GLP-1R form; hit rate 0.007% among 380,000; AID 624172; P43220; further: potency means the concentration at half of the fitted maximal effect; % of control where 0% means no effect
Target sequence (P43220 whole entry, looked up): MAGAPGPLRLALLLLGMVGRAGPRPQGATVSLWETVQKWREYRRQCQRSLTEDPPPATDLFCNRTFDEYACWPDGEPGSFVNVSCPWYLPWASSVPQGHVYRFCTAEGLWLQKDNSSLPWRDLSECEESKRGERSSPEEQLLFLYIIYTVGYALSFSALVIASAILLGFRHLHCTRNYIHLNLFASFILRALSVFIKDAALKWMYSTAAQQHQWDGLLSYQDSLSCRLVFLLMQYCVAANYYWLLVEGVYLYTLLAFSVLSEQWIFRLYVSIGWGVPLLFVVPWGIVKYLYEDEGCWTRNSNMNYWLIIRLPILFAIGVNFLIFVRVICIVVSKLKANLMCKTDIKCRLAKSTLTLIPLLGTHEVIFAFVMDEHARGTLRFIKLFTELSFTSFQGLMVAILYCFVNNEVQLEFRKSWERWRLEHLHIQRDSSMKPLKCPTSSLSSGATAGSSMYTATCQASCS
IL2 activator: activators of IL-2. IL-2 activation reporter assay, cell-based qHTS; stimulated with anti-CD3/CD4/CD28 beads; in transgenic mouse T cells. activation, % (series mostly up to about 46 µM). hit rate 0.065% among 360,000; in the data active means activation above about 50%; inconclusive means mostly about 30% to 49%; further: 0% is about no effect
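Readout: EGFP and DsRed signals by fluorescent plate cytometry. Unstimulated transgenic mouse T cells received compound 60 min before antibody-bead stimulation, then incubated 18 h at 37 degrees C.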
EPAC1 antag: EPAC1 (human) antagonism; O95398; EPAC1 GEF assay, Rap1b-BODIPY-GDP exchange fluorescence; Potency, µM (titrated, usually from 115 µM), for inactives: top-dose activity change, negative = inhibition, actives largely listed as inhibitors; hit rate 0.14% among 360,000;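 further: potency means the concentration at half of the fitted maximal effect; plate controls were vehicle for no effect and positive control for full effect; nearly all actives have a fitted effect of over 50% in size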
PTHR1 agonist: PTHR1 (human) receptor agonism | Q03431 | HEK293 GP2 PTHR1 cells, GloSensor cAMP luminescence, 1 h | Potency, µM (doses to about 115 µM), for inactives: at the highest dose activation, usual class: activators | hit rate 0.075% among 410,000 | AID 743266; further: potency means the concentration at half of the fitted maximal effect; nearly all actives have a fitted effect of over 55% in size; some results filed as inactive show a strong effect at the top dose; inactives centre near -15; many of its hits are not listed in these tables
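HEK-293-derived GP2 cells expressing PTHR1 and a GloSensor cAMP reporter, 3,000/well, plated overnight, given luciferin plus IBMX (each 0.5 mM as added) for 1 h at 37 °C, then compound for 1 h at 37 °C. Luminescence was read after 15 min at room temperature.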
PLK1 PBD inh: inhibitors of human PLK1 polo-box domain binding | P53350 | Plk1 PBD binding of FITC phosphopeptide, fluorescence polarization | Potency, µM, for the others: max response, negative = inhibition, actives largely listed as inhibitors | hit rate 2.8% among 360,000; further: potency means the concentration at half of the fitted maximal effect; series mostly up to about 57 µM; on the % scale 0 is the no-effect control and ±100 the full control effect; nearly all actives have a fitted effect of over 65% in size
Target sequence (P53350 whole entry, looked up, the tested form may be a part): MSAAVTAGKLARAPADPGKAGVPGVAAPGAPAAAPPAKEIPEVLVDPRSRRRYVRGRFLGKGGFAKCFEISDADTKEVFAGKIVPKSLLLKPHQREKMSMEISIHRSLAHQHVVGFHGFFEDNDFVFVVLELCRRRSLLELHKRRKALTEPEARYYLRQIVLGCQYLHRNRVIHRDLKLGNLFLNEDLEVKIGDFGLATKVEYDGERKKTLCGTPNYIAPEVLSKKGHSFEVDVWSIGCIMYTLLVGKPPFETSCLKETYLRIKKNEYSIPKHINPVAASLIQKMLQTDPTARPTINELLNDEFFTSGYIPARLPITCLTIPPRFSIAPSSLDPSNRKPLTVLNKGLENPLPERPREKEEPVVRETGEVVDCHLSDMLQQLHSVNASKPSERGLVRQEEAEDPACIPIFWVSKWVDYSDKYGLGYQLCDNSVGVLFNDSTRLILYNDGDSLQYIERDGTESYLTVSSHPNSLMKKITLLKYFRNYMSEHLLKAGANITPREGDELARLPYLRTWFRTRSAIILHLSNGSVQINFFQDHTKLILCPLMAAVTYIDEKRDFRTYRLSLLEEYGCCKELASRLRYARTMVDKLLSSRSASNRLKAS
GLP-1R inv ag: GLP-1 receptor (human) inverse agonism; P43220; HEK293 GLP-1R CRE-luciferase, luminescence, 24 h; GLP-1R form is constitutively active; Potency, µM (series often up to 38.3 µM), for inactives: top-dose activity change, negative = inhibition, usual class: inhibitors; hit rate 1.6% among 410,000; AID 624417; further: potency means the concentration at half of the fitted maximal effect; on the % scale 0 is the no-effect control and ±100 the full control effect; nearly all actives have a fitted effect of over 55% in size
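Assay principle: reduced luminescence from a cAMP-responsive reporter in HEK293 cells co-expressing a constitutively active GLP-1R. Conditions: 24 hr compound incubation, 37 deg C, 5% CO2.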
HEK293 tox: cytotoxic in the GLP-1 receptor inverse agonist counter-screen | Potency, µM (doses to about 38.3 µM), for inactives: at the highest dose activity change, negative = inhibition, usual class: inhibitors | hit rate 0.13% among 410,000 | HEK293 cAMP-luciferase reporter cells, luminescence, 24 h;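 further: loss of luciferase light is scored as toxicity; potency means the concentration at half of the fitted maximal effect; on the % scale 0 is the no-effect control and ±100 the full control effect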
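A 23 nL compound transfer followed 12 hours of cell culture at 37 deg C; exposure then lasted 24 hr. Luciferase assay detection reagent was dispensed and plates read for luminescence after a 12 min room-temperature wait.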
PI5P4K alpha inh: inhibitors of human PI5P4K alpha. PI5P4Kalpha enzyme, ADP-Glo luminescence, 60 min; hits give low values. max response, %. hit rate 1.2% among 330,000; active means max response of -50% or lower; inconclusive means between -30% and -50%; inactive means -30% or higher; further: value at the top dose of about 77 µM; on the % scale 0 is the no-effect control and ±100 the full control effect
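Luminescence from ADP-Glo served as readout of PI5P4Kalpha activity in a qHTS format. Reaction: enzyme, substrate, compound, ATP at 5 microM final, 60 min at RT.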
EPAC1 agonist: EPAC1 (human) agonism; EPAC1 agonist qHTS, biochemical assay; response scale: 100% = response to 6.5 mM cAMP; Potency, µM (titrated, usually from 154 µM), for the others: at the highest dose activation, hits mostly activators; hit rate 0.073% among 360,000; AID 720707; further: potency means the concentration at half of the fitted maximal effect; nearly all actives have a fitted effect of over 60% in size
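Read-out is the fluorescence drop as BODIPY-GDP leaves Rap1B (480 nm excitation, 540 nm emission), recorded every 5 minutes over 30 minutes. Reactions held 100 nM EPAC1, 250 nM Rap1B–BODIPY-GDP and 50 uM GDP, with 6.5 mM cAMP setting full activation.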
* hit, by the source's call; i = inactive; ? = inconclusive; · = no result given; [ ] = another dose, or the depositor's remark. Unless noted, the call rests on the fitted dose curve; in most records, active means well fitted curve in the direction sought with a large enough effect; inconclusive means small, poorly fitted or top-dose-only effect, or another doubt; inactive means no such curve, though single readings can be large; an effect the other way counts as inactive or inconclusive.

Start of the listing, in advance, eleven compounds:
SMILES	GLP-1R agonist	IL2 activator	EPAC1 antag	PTHR1 agonist	PLK1 PBD inh	GLP-1R inv ag	HEK293 tox	PI5P4K alpha inh	EPAC1 agonist
CN(C)c1ccnc2sc3c(=O)n(Cc4ccccc4)cnc3c12	-8%	-1.9	9%	0%[57.5 µM]	-3%	0%	-1%	·	2%
Cc1ccc(N2CCN(C(=O)NC3CCCCC3)CC2)c(C)c1	-3%	-2.9	4%	-36%[inhibitor]	2%	?	1%	25	-6%
Cc1cccc(N(C)C(=O)CS(=O)(=O)c2cccc3nsnc23)c1	0%	·	·	-4%	·	20%	4%	·	·
Cn1nc(C(=O)NC2CCCCC2)c2c1-c1ccccc1SC2	-2%	-3.4	-7%	i	-15%	-18%	0%	-5	5%
CN(C(=O)COC(=O)c1ccc(=O)n(Cc2ccccc2)n1)C1CCCCC1	2%	-0.4	19%	-25%	-7%	-14%	4%	2	1%
C=C1CN(CC(=O)OC)S(=O)(=O)c2ccccc21	0%	0.1	-16%	-33%	-21%	1%	6%	0	-6%
CC1CC(C)CN(CCCNC(=O)CN2C(=O)c3cccnc3Oc3ccc(Cl)cc32)C1 (stereo not drawn)	-4%	-3.5	-6%	-9%	-5%	-26%	-19%	-2	-14%
Cc1cccc(NC(=O)Nc2ccc(Cl)c(Cl)c2)n1	-3%	-0.4	-23%	i	-2%	-21%	22%	20	5%
O=C(Nc1ccc(F)cc1)N1CCn2c(nc3ccccc32)C1	0%	0.3	9%	i	0%	-10%	-5%	·	2%
COc1ccc(-n2cnc3cc(NS(=O)(=O)c4ccccc4)ccc32)cc1	?	-3.0	-6%	-13%[57.5 µM]	-8%	4%	-14%	·	19%
COc1ccc(NC(=O)C(c2ccncc2)n2c(=O)c(-c3cc4ccccc4[nH]3)nc3ccccc32)cc1 (stereo not drawn)	·	0.1	-8%	-21%	12%	?	429%[activator]	0	-4%

All compounds of this part (from the top)
SMILES	GLP-1R agonist	IL2 activator	EPAC1 antag	PTHR1 agonist	PLK1 PBD inh	GLP-1R inv ag	HEK293 tox	PI5P4K alpha inh	EPAC1 agonist
CN(C)c1ccnc2sc3c(=O)n(Cc4ccccc4)cnc3c12	-8%	-1.9	9%	0%[57.5 µM]	-3%	0%	-1%	·	2%
Cc1ccc(N2CCN(C(=O)NC3CCCCC3)CC2)c(C)c1	-3%	-2.9	4%	-36%[inhibitor]	2%	?	1%	25	-6%
Cc1cccc(N(C)C(=O)CS(=O)(=O)c2cccc3nsnc23)c1	0%	·	·	-4%	·	20%	4%	·	·
Cn1nc(C(=O)NC2CCCCC2)c2c1-c1ccccc1SC2	-2%	-3.4	-7%	i	-15%	-18%	0%	-5	5%
CN(C(=O)COC(=O)c1ccc(=O)n(Cc2ccccc2)n1)C1CCCCC1	2%	-0.4	19%	-25%	-7%	-14%	4%	2	1%
C=C1CN(CC(=O)OC)S(=O)(=O)c2ccccc21	0%	0.1	-16%	-33%	-21%	1%	6%	0	-6%
CC1CC(C)CN(CCCNC(=O)CN2C(=O)c3cccnc3Oc3ccc(Cl)cc32)C1 (stereo not drawn)	-4%	-3.5	-6%	-9%	-5%	-26%	-19%	-2	-14%
Cc1cccc(NC(=O)Nc2ccc(Cl)c(Cl)c2)n1	-3%	-0.4	-23%	i	-2%	-21%	22%	20	5%
O=C(Nc1ccc(F)cc1)N1CCn2c(nc3ccccc32)C1	0%	0.3	9%	i	0%	-10%	-5%	·	2%
COc1ccc(-n2cnc3cc(NS(=O)(=O)c4ccccc4)ccc32)cc1	?	-3.0	-6%	-13%[57.5 µM]	-8%	4%	-14%	·	19%
COc1ccc(NC(=O)C(c2ccncc2)n2c(=O)c(-c3cc4ccccc4[nH]3)nc3ccccc32)cc1 (stereo not drawn)	·	0.1	-8%	-21%	12%	?	429%[activator]	0	-4%
Cc1ccccc1-c1noc(-c2ccc(O)cc2)n1	4%	-1.1	-1%	-19%[57.5 µM]	-30%	3%	?	·	14%
CC(=O)NCCNC(=O)C1(C)Cc2c(-c3ccc(NC(C)=O)cc3)ccnc2O1 (stereo not drawn)	-3%	-0.4	-3%	0%	2%	6%	5%	2	-4%
COCc1cc(C)nc2sc(C(=O)Nc3ccc(OC)cc3)c(N)c12	?	-0.1	-21%	i	2%	49%[activator]	-11%	-2	16%
O=C(CSc1nc(NS(=O)(=O)c2ccccc2)cc(=O)[nH]1)Nc1ccccc1C(F)(F)F	-1%	0.5	-6%	-14%	-9%	15%	4%	4	7%
COC(=O)c1ccc(NCc2c(O)ccc(O)c2Br)cc1Cl	1%	-0.6	0%	-26%	?	1%	?	-26	4%
COc1ccc(NC(=S)Nc2cccc(Cl)c2Cl)cc1OC	-1%	0.4	?	i	-17%	7%	?	4	-5%
CC1CCN(S(=O)(=O)c2cn(CC(=O)N3CC(C)CC(C)C3)c(=O)c3ccccc23)CC1 (stereo not drawn)	6%	-4.1	-24%	-19%	-10%	0%	13%	7	-6%
O=C1CC(C(=O)O)C2(CCCC2)O1 (stereo not drawn)	-9%	-3.0	2%	-5%	-2%	-4%	-17%	·	-7%
CCc1cc(C(=O)N2CCCC(C(=O)c3ccc(C(F)(F)F)cc3)C2)n(C)n1 (stereo not drawn)	1%	-4.3	-18%	-89%[inhibitor]	-1%	?	0%	10	-12%
CCCOc1ccc(C(=O)N2CCN(c3ccc(NC(=O)CC)cc3Cl)CC2)cc1	-16%	-1.1	8%	-17%[57.5 µM]	-4%	-11%	-10%	3	5%
C=C1SC(Nc2c(C)cc(C)cc2C)=NC12CCCCC2	8%	-4.1	-10%	-19%	-11%	?	-1%	-3	5%
C/C(=N\NC(=O)c1cc(-c2ccccn2)nc2ccccc12)c1cccc([N+](=O)[O-])c1	-1%	0.3	-4%	i	-10%	18%	-4%	2	2%
CCOn1c(=O)c(-c2ccccc2)[n+]([O-])c2ccccc21	5%	0.6	8%	i	-5%	8%	6%	-1	-2%
Clc1ccc(CNC2CCCC2)c(Cl)c1	-1%	1.6	24%	i	-7%	-18%	5%	·	6%
CCOC(=O)CN1N=C(/C=C/c2ccccc2)CCC1=O	1%	-7.4	15%	i	-6%	0%	0%	7	-6%
O=C1CC(N2CCN(c3cccc(C(F)(F)F)c3)CC2)C(=O)N1c1ccc(F)cc1 (stereo not drawn)	-12%	-2.0	-21%	i	-3%	5%	1%	·	15%
CC(=O)Nc1ccc(S(=O)(=O)NCCC(=O)OCC(=O)N2CCN(C(=O)c3ccco3)CC2)cc1	-4%	-1.9	11%	i	-9%	13%	-8%	-16	-1%
COc1ccc(N2CCN(C(=O)COCC(=O)O)CC2)cc1	2%	1.9	5%	-3%	8%	2%	2%	4	-2%
Cc1c(-c2cc(C(=O)O)no2)cnn1C	1%	0.9	-1%	0%	-7%	-1%[7.66 µM]	11%[7.66 µM]	1	8%
Cc1nnc2c(N(C)S(=O)(=O)c3ccccc3)nc3ccccc3n12	-5%	-2.5	-12%	29%	-7%	15%	-1%	0	-13%
Cc1cc(N2CCOCC2)nc2cc(O)ccc12	-5%	-3.7	10%	i	3%	28%	28%	1	-18%
CCCOc1ccc(F)cc1-c1cc(C(=O)NC2CCCCC2)[nH]n1	5%	-0.3	-6%	-26%	-3%	?	-10%	0	3%
CC(C)Cc1nnc(NC(=O)CC(=O)Nc2ccccc2C(=O)O)s1	1%	-0.3	26%	i	-1%	?	-8%	-57*	-5%
Cc1cccc(NC(=O)Nc2ccc([N+](=O)[O-])cc2)n1	-6%	0.8	-6%	-15%	-10%	-6%	-5%	2	5%
COc1cc(C(=O)Nc2cccc(-c3nc4cc(C)ccc4o3)c2C)cc(OC)c1OC	-10%	0.3	-1%	-32%[inhibitor][57.5 µM]	0%	-15%	-22%	2	0%
ClCC1=Nc2ccccc2Cc2ccccc21	5%	2.1	17%	-13%	-12%	8%	6%	2	7%
CCOc1ccc(N=CC2=C(O)CC(C)(C)CC2=O)cc1	1%	0.2	-7%	-33%[inhibitor]	-2%	-15%	-9%	9	6%
O=C(Cn1ncc2c([nH]c3ccccc32)c1=O)NCCc1ccc(Cl)cc1	9%	0.3	-22%	-5%	-4%	7%	11%	-3	-8%
CCOc1ccc(/C(O)=C2/C(=O)C(=O)N(CCN(CC)CC)C2c2cccs2)cc1 (stereo not drawn)	-3%	-0.2	-2%	i	-9%	-2%	-5%	1	0%
COc1ccc(N2C(=O)c3ccc(NC(C)=O)cc3C2=O)cc1	-9%	0.0	0%	i	0%	29%	4%	·	-6%
Cc1ccc(C)c(SCC(=O)OCC(=O)N2CC(C)OC(C)C2)c1 (stereo not drawn)	-4%	-0.3	-10%	i	2%	1%[7.66 µM]	3%[7.66 µM]	6	11%
Cn1c(N)c(S(=O)(=O)NCc2ccccc2)c(=O)n(C)c1=O	-5%	0.1	-5%	0%	-2%	17%	0%	4	-3%
CN(C)S(=O)(=O)N1CCC(Oc2ccc(C(=O)N3CCCCCCC3)cc2)CC1	0%	-3.3	-4%	-8%	0%	?	2%	29	4%
COC(=O)N1CCCCC1c1cc(C(=O)Nc2cccc3c2CCCC3)no1 (stereo not drawn)	-2%	1.2	-14%	-38%[inhibitor]	4%	-18%	3%	-3	0%
CC(C)OCCCNC(=O)C1CCN(S(=O)(=O)N2CCCCC2)CC1	?	-3.4	-10%	i	-3%	-9%	-15%	·	4%
Cc1nn(-c2ccccc2)c2sc(C(=O)NC3CC3)cc12	3%	1.4	-2%	i	-2%	39%[activator]	-22%	·	5%
CN(c1ccccc1)S(=O)(=O)c1ccc(C(=O)OCC(=O)NCc2ccco2)cc1	0%	-1.4	-19%	i	-12%	8%	1%	-29	7%

High-throughput results deposited in PubChem BioAssay by National Center for Advancing Translational Sciences (NCATS).

An excerpt; rates above refer to the full screens.
